# High-throughput results from PubChem.
# GLS inhibitor – blocks human kidney-isoform glutaminase activity. O94925. GLS enzymatic activity, qHTS titration. Potency, µM (highest dose often 45.5 µM), for inactives: at the top dose activity change, negative = inhibition, actives largely listed as inhibitors. actives 0.21% (n = 410,000). AID 624170; further: potency means the concentration at half of the fitted maximal effect; on the % scale 0 is the no-effect control and ±100 the full control effect
#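 hKGA in 45 mM KH2PO4 (pH 8.2), 0.02% Tween-20 with compound, then 1mM L-Glutamine (stock as added) plus glutamate oxidase/HRP/Amplex red coupling mix. Fluorescence read initially and after 30 min at RT; signal change reflects glutamate formation.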
# Pin1 inh – human Pin1 inhibition; Pin1 FP peptide displacement, HiFluor488, 10 min; Potency, µM (series often up to 115 µM), inactives show at the top dose activity, negative = inhibition, usual class: inhibitors; actives 0.009% (n = 390,000); active means well fitted inhibition curve with a large enough effect in the polarisation, with a control signal flat, not every such curve was filed as active; inconclusive means small, poorly fitted or top-dose-only effect, or effect the other way, or a change in a side signal; inactive means no such curve, though single readings can be large or run the other way; the % refers to the polarisation; further: potency means the concentration at half of the fitted maximal effect; on the % scale 0 is the no-effect control and ±100 the full control effect
# Target sequence (Q13526 whole entry, looked up): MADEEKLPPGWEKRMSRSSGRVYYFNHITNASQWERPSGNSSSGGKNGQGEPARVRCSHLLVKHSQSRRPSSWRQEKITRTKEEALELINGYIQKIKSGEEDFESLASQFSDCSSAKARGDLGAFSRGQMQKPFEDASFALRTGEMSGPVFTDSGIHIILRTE
# HP1b chromo inh – blocks HP1-beta chromodomain binding to methylated histone tails. actives 0.56% (n = 390,000). AlphaScreen HP1-beta / biotin-H3K9me3 peptide binding. Potency, µM (highest dose often 114 µM), for inactives: top-dose activity change, negative = inhibition, most hits filed as inhibitors. P83916; further: potency means the concentration at half of the fitted maximal effect; nearly all actives have a fitted effect of over 70% in size; inactives centre near 23
#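 HP1-beta protein (50 nM final) preincubated 30 min at room temperature with biotinylated H3(1-18)K9me3 peptide (50 nM) in PBS pH 7.4, 0.01% Tween-20, then compound added for 30 min. AlphaScreen streptavidin donor/nickel chelate acceptor beads (10 ug/mL final), 30 min dark, luminescence read.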
# PI4K2A block – PI4K2A (human) kinase inhibition | actives 0.13% (n = 420,000) | purified PI4K2A, ADP-Glo luminescence, 1 h; stronger effect = lower value | activity change, negative = inhibition, % at 76.9 µM | Q9BTU6; in the data active means activity change below about -50%; inconclusive means mostly about -30% to -49%;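 further: -100% = wells without enzyme as full effect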
# Target sequence (Q9BTU6 whole entry, looked up): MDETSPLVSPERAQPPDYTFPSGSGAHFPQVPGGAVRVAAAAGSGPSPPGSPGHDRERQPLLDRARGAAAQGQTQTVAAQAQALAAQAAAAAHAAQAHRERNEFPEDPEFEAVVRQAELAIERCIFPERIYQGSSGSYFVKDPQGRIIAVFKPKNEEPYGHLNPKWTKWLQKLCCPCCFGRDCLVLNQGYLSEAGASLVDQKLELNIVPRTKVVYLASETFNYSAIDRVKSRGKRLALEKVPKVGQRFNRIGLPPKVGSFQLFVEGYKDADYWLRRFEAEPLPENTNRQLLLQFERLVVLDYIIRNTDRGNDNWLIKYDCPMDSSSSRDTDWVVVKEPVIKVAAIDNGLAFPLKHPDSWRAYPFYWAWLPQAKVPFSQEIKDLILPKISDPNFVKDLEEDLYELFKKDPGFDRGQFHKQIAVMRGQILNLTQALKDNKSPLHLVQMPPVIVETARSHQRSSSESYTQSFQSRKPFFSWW
#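 In this quantitative HTS, ADP production by PI4K2A was quantified luminescently after 1 h at ambient temperature; 100 microM adenosine served as plate-quality control.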
# USP1 inh – inhibitors of human USP1/UAF1 deubiquitinase; actives 0.23% (n = 390,000); AID 743255; Potency, µM (titrated, usually from 57.1 µM), for inactives: at the top dose activity change, negative = inhibition, actives largely listed as inhibitors; recombinant USP1/UAF1, Ub-Rhodamine cleavage fluorescence; further: potency means the concentration at half of the fitted maximal effect; on the % scale 0 is the no-effect control and ±100 the full control effect; nearly all actives have a fitted effect of over 60% in size; inactives centre near -12
#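 High-throughput fluorogenic screen: 1nM USP1/UAF1 complex, Ub-Rho substrate 150nM final, 50mM HEPES pH 7.8 with 0.5mM EDTA, 0.1 mg/ml BSA, 1mM TCEP and 0.01% Tween-20.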
# PGK inhibitor – T. brucei PGK inhibition; P07378; PGK/GAPDH coupled, Kinase-Glo luminescence, 60 min; Potency, µM (titrated, usually from 57.5 µM), for the others: at the highest dose activity change, negative = inhibition, actives largely listed as inhibitors; actives 0.043% (n = 380,000); AID 602233; further: potency means the concentration at half of the fitted maximal effect; on the % scale 0 is the no-effect control and ±100 the full control effect; nearly all actives have a fitted effect of over 60% in size
#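 Recombinant glycosomal PGK reaction used 1,3-bisphosphoglycerate generated in-well by GAPDH (100nM final) in 100mM TEA pH 7.6, 5mM MgCl2, 0.01% Tween-20. After 60 minutes at room temperature, ATP was read by Kinase-Glo Plus luminescence end-point.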
# TrxR1 substrate – substrates of rat thioredoxin reductase 1 | purified TrxR1 substrate turnover, NADPH consumption readout | Potency, µM (top dose mostly 114 µM), for inactives: at the highest dose activity change, negative = substrate turnover | actives 0.01% (n = 390,000) | AID 588456 | O89049; further: potency means the concentration at half of the fitted maximal effect; on the % scale 0 is the no-effect control and ±100 the full control effect; nearly all actives have a fitted effect of over 50% in size
#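 Rat TrxR1, dispensed at 90 nM, was prereduced with 400 uM NADPH (final) for 5 min at ~22 deg C, then incubated with compound 15 min before 400 uM selenite. A first-read NADPH fluorescence drop versus no-compound background flagged substrates.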
# TrxR1 inh – blocks rat thioredoxin reductase 1; O89049; recombinant rTrxR1, NADPH fluorescence consumption, selenite substrate; Potency, µM (series often up to 114 µM), for the others: at the highest dose activity change, negative = inhibition, hits mostly inhibitors; actives 1% (n = 390,000); further: potency means the concentration at half of the fitted maximal effect; on the % scale 0 is the no-effect control and ±100 the full control effect; nearly all actives have a fitted effect of over 65% in size
#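 Rat TrxR1 (90 nM in the dispensed reagent) was pre-reduced with 400 uM NADPH for 5 min at room temperature, then incubated with compound for 15 min. After 400 uM selenite was added, NADPH fluorescence (Ex 340/Em 450 nm) was followed for 8 min.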
# mIDH1 inhibitor – human IDH1 R132H inhibition | O75874 | IDH1-R132H enzyme, NADPH consumption, diaphorase/resazurin fluorescence | Potency, µM (top dose mostly 76.6 µM), for the others: top-dose activity change, negative = inhibition, usual class: inhibitors | actives 0.093% (n = 390,000) | AID 602179; further: potency means the concentration at half of the fitted maximal effect; on the % scale 0 is the no-effect control and ±100 the full control effect; nearly all actives have a fitted effect of over 65% in size
# Target sequence (O75874 whole entry R132H, stated change not applied): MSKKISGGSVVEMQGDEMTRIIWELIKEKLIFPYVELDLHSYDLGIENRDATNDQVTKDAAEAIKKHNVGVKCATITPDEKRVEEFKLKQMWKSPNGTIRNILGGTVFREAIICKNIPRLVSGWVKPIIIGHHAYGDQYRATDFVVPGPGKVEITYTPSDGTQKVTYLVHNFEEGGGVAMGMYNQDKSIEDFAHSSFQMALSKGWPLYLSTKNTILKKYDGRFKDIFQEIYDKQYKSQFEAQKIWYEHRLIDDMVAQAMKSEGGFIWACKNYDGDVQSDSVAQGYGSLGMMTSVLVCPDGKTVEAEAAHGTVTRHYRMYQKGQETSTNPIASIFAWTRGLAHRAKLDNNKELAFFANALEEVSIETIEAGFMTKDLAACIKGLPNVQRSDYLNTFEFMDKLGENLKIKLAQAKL
#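 IDH1-R132H (0.5 ug/mL dispensed) in pH 7.5 Tris buffer was preincubated 30 min with compound, then given a substrate mix of 0.016 mM NADPH and 2 mM alpha-KG for 80 min at room temperature; remaining NADPH was read by diaphorase/resazurin fluorescence.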
# * hit, by the source's call; i = inactive; ? = inconclusive; · = not tested or not shown; & = joins results of further samples; [ ] = remark or other dose. Unless noted, the call rests on the fitted dose curve; in most records, active means well fitted curve in the direction sought with a large enough effect; inconclusive means small, poorly fitted or top-dose-only effect, or another doubt; inactive means no such curve, though single readings can be large; an effect the other way counts as inactive or inconclusive. The list is partial (hit frequency here may not be typical).
SMILES,GLS inhibitor,Pin1 inh,HP1b chromo inh,PI4K2A block,USP1 inh,PGK inhibitor,TrxR1 substrate,TrxR1 inh,mIDH1 inhibitor
Cc1cc(S(=O)(=O)NC(C)C)ccc1OCC(=O)N1CCN(Cc2ccc3c(c2)OCO3)CC1,3%,?,9%,-5,-17%,·,10%,23%,2%
N=c1c[n+](C2CCCCC2)[n-]o1,-2%,0%,34%[activator],-2,-8%,6%,3%,19%,3%
O=C(O)C(Cl)(Cl)Cl,-13%&-10%,1%,53%[activator],-1,-22%,0%,3%,8%,5%
CCn1c(C)c(C(=O)NCCc2ccccc2)c2cc(OC)ccc21,-3%,12%,-9%,-2,-4%,-3%,5%[57.1 µM],9%,-9%
COC(=O)C1C(O)C(C)C(O)C(C)/C=C\C=C(/C)C(=O)Nc2c(C)c(OC(C)=O)c3c(c2O)C(=O)C(C)=C2OCOC(=C23)/C(C)=C/C(C)(O)C(O)C(C)C1O (stereo not drawn),-10%,0%,16%,-8,?,i,-18%,-4%,0%
CC(=NCc1ccc2c(c1)OCO2)c1c(O)n(-c2ccc(C)cc2)c(=O)[nH]c1=O,2%,0%,32%,0,-10%,-4%,6%[57.1 µM],-8%[57.1 µM],2%
CCOc1cc2c(cc1OCC)-n1cccc1C(c1ccccc1F)NC2 (stereo not drawn),2%,1%,?,1,-3%,-1%,-6%,-8%,2%
CCCCC(=O)N/N=C/c1c(O)n(CC)c(=S)n(CC)c1=O,-6%,?,40%[activator],-1,?,9%,-16%,?,-6%
C[N+](C)(C)CC(=O)Nc1ccc(Cl)cc1C(=O)c1ccccc1,-2%,-5%,10%,-1,-32%,6%,-3%[57.1 µM],-3%[57.1 µM],0%
CCOc1ccc(CN(CCc2ccc3c(c2)OCO3)Cc2cc(OC)ccc2O)cc1,9%,-4%,?,1,-15%,-8%,3%,-2%,24%
CN(C)CCCNCC(=O)Nc1ccc(Cl)cc1C(=O)c1ccccc1,9%,-5%,-12%,-2,-1%,8%,11%[57.1 µM],-5%,0%
CC(=O)Nc1cc(C(=O)N2CCC3(CC2)OCCO3)ccc1Sc1ccc(C)cc1,-28%,-13%,8%,0,-13%,-7%,6%,17%,3%
Cc1nn(Cc2ccccc2)c2c1C(c1ccco1)C(C#N)=C(N)O2 (stereo not drawn),14%,4%,-4%,-13,-6%,4%,-5%,?,7%
CC(Cc1ccccc1Sc1ccccc1)N(C)C (stereo not drawn),-9%,-2%,11%,-1,-10%,6%,-5%,13%,1%
CC(C)(CN)CC(=O)O,-5%,-3%,74%[activator],-7,-13%,-1%,10%,32%,3%
COc1cccc2c1O[C@H]1C(=O)CC[C@H]3CN(C)CCC231 (stereo partly drawn),-10%,-11%,33%,2,·,-9%,-2%,14%[57.1 µM],·
Cc1onc(-c2ccccc2Cl)c1C(=O)N1C=CC(C(F)(F)F)=NCC1,0%,-5%,42%[activator],5,-21%,-7%,-2%,-2%,0%
Cc1ccc2c(c1)C(c1ccccc1)=NCC(=O)N2,1%,-1%,36%,-1,-22%,-5%,7%,17%,-1%
Cc1cc(C)c(N)cc1C,-17%,-8%,52%[activator],-1,-16%,i,6%,16%,8%
NC1C=CC=C(C(=O)O)C1 (stereo not drawn),3%,-1%,31%,-7&0,7%,9%,6%[57.1 µM],23%[57.1 µM],0%
Cc1cccc(CN2CCN(Cc3ccc(Cl)cc3)CC2)c1,6%,-9%,?,-6,-12%,0%,-6%,-7%,11%
COC(=O)C1=C(c2ccc(OC(F)(F)F)cc2)C[C@@H]2CC[C@H]1N2C(=O)NCc1cc(C)oc1C(F)(F)F,10%,0%,32%,-2,-2%,2%,-11%,5%,3%
CCC(=NCCCN1CCOCC1)c1c(O)n(Cc2ccccc2)c(=O)[nH]c1=O,-13%,6%,28%,0,-14%,i,6%,7%,1%
CCOc1ccccc1-n1c(O)c(C=Nc2c(C)n(C)n(-c3ccccc3)c2=O)c(=O)[nH]c1=O,-11%,0%,12%,-1,0%,6%,-6%,-13%,9%
COC(=O)C1=C(c2ccc(F)cc2F)C[C@@H]2CC[C@H]1N2C(=O)NC1CC1,18%,0%,29%,0,12%,2%,7%[57.1 µM],18%,-14%
CN(c1ccc(O)cc1)c1ccc([N+](=O)[O-])c2nonc12,-8%,·,·,-11,-16%,-9%,·,·,1%
O=C(NC(=O)N1CCC2(CC1)OCCO2)c1ccc(Cl)cc1,1%,-6%,16%,5,-12%,-1%,-16%,1%[57.1 µM],-1%
COC(=O)C1=C(c2ccc(S(C)(=O)=O)cc2)C[C@@H]2CC[C@H]1N2C(=O)NCc1ccco1,-1%,-4%,20%,0,-17%,-4%,21%,1%,0%
O=P(N1CCCCC1)(N1CCCCC1)C(Cl)(Cl)Cl,·,1%,21%,7,-20%,-6%,1%,0%,3%
CCC(=NCc1ccco1)c1c(O)n(C)c(=O)n(C)c1=O,1%,-9%,22%,3,-6%,-1%,-2%,-14%,3%

# Next section; it opens with the two that closed the last part.
SMILES,GLS inhibitor,Pin1 inh,HP1b chromo inh,PI4K2A block,USP1 inh,PGK inhibitor,TrxR1 substrate,TrxR1 inh,mIDH1 inhibitor
O=P(N1CCCCC1)(N1CCCCC1)C(Cl)(Cl)Cl,·,1%,21%,7,-20%,-6%,1%,0%,3%
CCC(=NCc1ccco1)c1c(O)n(C)c(=O)n(C)c1=O,1%,-9%,22%,3,-6%,-1%,-2%,-14%,3%
CCCCC12CN3CC(C)(CN(C1)C3c1ccccn1)C2=O (stereo not drawn),-15%,-1%,11%,4,-16%,-8%,-3%,19%,16%
COc1ccc(-n2nc(C(=O)NCC(=O)N3CCC4(CC3)OCCO4)c3ccccc3c2=O)cc1,-6%,1%,-8%,1,-12%,2%,10%[57.1 µM],32%[57.1 µM],16%
Clc1ccc(CNC2CN3CCC2CC3)cc1 (stereo not drawn),-11%,-5%,33%,-2,-14%,i,-10%,-7%,4%
COCCNC(=S)N1Cc2ccccc2-n2nncc2C1,0%,·,·,-7,2%,0%,·,·,-1%
O=c1[nH]c(O)c(C=NC2CCN(Cc3ccccc3)CC2)c(=O)[nH]1,-1%,3%,26%,2,4%,2%,-7%,-10%,-4%
COc1ccc(S(=O)(=O)Nc2ccccc2OC)cc1N=Nc1c(O)[nH]c(=S)[nH]c1=O,8%,7%,?,-11,-12%,-5%,-7%,1%,6%
Cc1cccc(CN2C(=O)CN=C(c3ccccc3Cl)c3cc(Cl)ccc32)c1,12%,3%,3%,1,-25%,-1%,-8%[57.1 µM],16%[57.1 µM],7%
CC(=O)OC1CCC2(C)C(=CC(=O)C3C2CCC2(C)C(OC(C)=O)CCC32)C1 (stereo not drawn),10%,3%,34%,1,-10%,15%,8%[11.4 µM],?,-1%
COc1ccc(OC(=O)N(C)C[C@H]2OCc3cnnn3CCCC(=O)N([C@H](C)CO)C[C@H]2C)cc1,0%,·,·,3,-3%,i,·,·,-1%
COc1ccccc1[N+](=O)[O-],8%,5%,23%,-1,-16%,0%,-5%,-5%,-4%
O=C(NCCN1CCCCC1)c1ccc(Cl)nc1Cl,0%,2%,43%[activator],4,-9%,-5%,1%,12%,11%
N#CCCn1cc(C(=O)NCc2ccccc2)c(-c2ccc3c(c2)OCCO3)n1,-6%,-6%,37%,5,-14%,i,-2%[57.1 µM],14%[57.1 µM],5%
CCCS(=O)(=O)N1CCC(C(=O)N2CCC3(CC2)OCCO3)CC1,-2%,-3%,35%,2,-17%,-1%,13%[57.1 µM],24%[57.1 µM],0%
COc1ccc(-c2cc(=Nc3cccc(C(=O)O)c3)c3cc(C)ccc3o2)cc1,-2%,31%[activator],0%,-6,-6%,-12%,74%[activator][57.1 µM],21%[57.1 µM],-16%
Cc1oc(-c2ccccc2Cl)nc1CN1C(=O)CN=C(c2ccccc2)c2ccccc21,-1%,33%[activator],4%,-2,?,1%,-1%,19%,-16%
O=C(NCc1ccccc1)c1cccn(Cc2ccccc2)c1=O,8%,-3%,29%,-3,-12%,-3%,21%,-2%,-2%
CCCCCCCCCCCCn1ccc(=N)cc1,?,-5%,15%,-4,-11%,i,0%[57.1 µM],11%[57.1 µM],?
Cc1nnc(NC(=O)c2cccn(Cc3cccc(Cl)c3)c2=O)s1,-3%,0%,27%[57 µM],-5,-31%,8%,3%[57.1 µM],13%[57.1 µM],-10%
COCc1c(CN)cnc(C)c1N,2%,-8%,19%,1,5%,-9%,10%,16%,-5%
CC1(C)CC(=O)C2=C(C1)NC(=O)C21C(C(=O)OC(C)(C)C)=C(N)Oc2ccc(Br)cc21 (stereo not drawn),-5%,-1%,24%,8,-13%,0%,4%,22%,-4%
COc1ccc(CNc2oc(-c3cccc4ccccc34)nc2P(=O)(OC)OC)cc1,-1%,-3%,90%[activator],-2,?,-5%,316%[activator][57.1 µM],119%[activator],-4%
COc1ccccc1N1CCN(Cc2ccc(Br)s2)CC1,34%[activator],-16%,?,-6,-9%,-3%,-12%,3%,13%
O=[N+]([O-])c1c2ccccc2cc2ccccc12,12%,-9%,-3%,-2,-15%,i,-7%,3%,22%
